GST TR-FRET counter: biotin-GST/anti-GST TR-FRET signal inhibitors, dose response, artefact control for Vif-APOBEC3G degradation inhibitor project, biochemical (AID 1117362) | TR-FRET counter screen, biotin-GST/anti-GST signal | IC50 in µM for hits, for the others inhibition, % at the top dose, mostly 100 µM | actives 2.8% (n = 3,600);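 active = inhibition above 30% at one or more concentrations, seen consistently on every test date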;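 note: biotinylated GST protein used in place of GST-Vif 1-94 and biotin-A3G peptide; detects fluorescence quenchers or blockers of GST binding to anti-GST antibody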
* hit, by the source's call.

SMILES | GST TR-FRET counter
Oc1cc2c(cc1O)[C@H]1c3ccc(O)c(O)c3OC[C@@]1(O)C2 | -89%

Compound activity from PubChem BioAssay.

This is a subset, so the mix of outcomes need not match the whole.
